TDP1 cell CPT = qHTS for Inhibitors of human tyrosyl-DNA phosphodiesterase 1 (TDP1): qHTS in cells in presence of CPT | chicken DT40 Tdp1-/-;hTDP1 cells + 20 nM CPT, ATP luminescence, 48 h | Potency, µM (titrated, usually from 46.2 µM), for the others: at the top dose activity change, negative = growth inhibition, most hits filed as inhibitors | actives 12% (n = 420,000); note: nearly all actives have a fitted effect of over 55% in size
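Chicken DT40 Tdp1-/- cells stably complemented with human TDP1 were seeded at 400 cells/well in medium containing 20 nM camptothecin, exposed to pin-transferred compounds, and grown at 37 °C for at least 48 hr. Viability was read as ATP luminescence.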
TDP1 block = qHTS Assay for Inhibitors of Tyrosyl-DNA Phosphodiesterase (TDP1); Tyrosyl-DNA phosphodiesterase 1 (Homo sapiens), Q9NUW8; recombinant TDP1, AlphaScreen DNA substrate cleavage; Potency, µM (top dose mostly 130 µM), inactives show at the top dose activity change, negative = inhibition, most hits filed as inhibitors; actives 0.28% (n = 350,000); AID 485290, 2010; note: nearly all actives have a fitted effect of over 40% in size
Target sequence (Q9NUW8 whole entry, looked up): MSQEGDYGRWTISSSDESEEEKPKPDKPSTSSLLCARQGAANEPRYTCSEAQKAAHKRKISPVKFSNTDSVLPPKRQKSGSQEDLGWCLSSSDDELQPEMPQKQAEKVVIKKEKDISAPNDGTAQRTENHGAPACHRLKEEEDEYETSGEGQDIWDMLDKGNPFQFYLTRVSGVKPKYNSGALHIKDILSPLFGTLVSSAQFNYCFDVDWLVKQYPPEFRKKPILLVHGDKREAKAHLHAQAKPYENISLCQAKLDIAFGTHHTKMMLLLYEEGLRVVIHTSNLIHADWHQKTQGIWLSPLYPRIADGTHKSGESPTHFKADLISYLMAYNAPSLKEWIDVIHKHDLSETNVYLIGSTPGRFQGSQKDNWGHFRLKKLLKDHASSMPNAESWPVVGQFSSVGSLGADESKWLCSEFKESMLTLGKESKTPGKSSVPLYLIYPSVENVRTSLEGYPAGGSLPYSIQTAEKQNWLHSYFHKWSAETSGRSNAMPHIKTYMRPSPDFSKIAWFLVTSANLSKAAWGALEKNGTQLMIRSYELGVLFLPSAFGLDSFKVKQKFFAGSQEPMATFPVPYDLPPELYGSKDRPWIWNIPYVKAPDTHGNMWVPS
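Steps: enzyme plus compound, 15 min RT; add biotin/phosphotyrosine-FITC oligonucleotide (15 nM final), react 5 min; add donor/acceptor beads (10 ug/ml final), 10 min; read AlphaScreen. Tdp1 at 1 nM final.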
DT40 TDP1 no CPT = qHTS for Inhibitors of human tyrosyl-DNA phosphodiesterase 1 (TDP1): qHTS in cells in absence of CPT; DT40 Tdp1-/- hTDP1 cells, no CPT, ATP luminescence, 48 h; actives 15% (n = 420,000); Potency, µM (series often up to 46.2 µM), for the others: at the top dose activity change, negative = growth inhibition, hits mostly inhibitors; note: nearly all actives have a fitted effect of over 55% in size
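Stably hTDP1-transfected Tdp1-null chicken DT40 cells were treated with library compounds minus camptothecin and grown for at least 48 hr at 37 °C, after which cellular ATP was quantified by luminescence.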
Active calls of the source: *; ? = inconclusive; nt = not tested or not shown; & = joins results of further samples; ! = a repeat was not active; [ ] = remark or other dose. Calls come from the whole dose curve; as a rule, active = well fitted curve in the direction sought with a large enough effect; inconclusive = small, poorly fitted or top-dose-only effect, or another doubt; inactive = no such curve, though single readings can be large; an effect the other way counts as inactive or inconclusive. % is set by controls: 0 for no effect and ±100 for the full control effect; potency is the fitted concentration of half-maximal effect.

molecule | TDP1 cell CPT | TDP1 block | DT40 TDP1 no CPT
Cc1ccc(C)c(NC(=O)CSc2nnc(-c3ccncc3)o2)c1 | -4% | 6% | -2%
CC(=O)C1CCC2C3CCC4=CC(=O)CCC4(C)C3(Br)C(=O)CC12C (centres undefined) | 2% | nt | -4%
CCOc1ccc(OCC)c(NC(=O)CN2CCN(c3cccc(C)c3)CC2)c1 | 23µM* | -12%[56.1 µM] | 16µM*
COc1ccc(-c2cc(C(=O)OCC(=O)c3c(N)n(C)c(=O)n(C)c3=O)c3ccccc3n2)cc1 | 4.1µM* | 1% | 1.6µM*
CC(=O)Nc1ccc(S(=O)(=O)O)c(OC(C)=O)c1 | 1% | nt | 10%
O=C(COc1ccccc1F)NNC(=O)c1ccc(F)c(S(=O)(=O)N2CCOCC2)c1 | 2% | 0% | ?
CC(=O)c1c(C)[nH]c(C(=O)NCc2ccco2)c1C | 22% | 5% | 2%
CCN(CC(=O)NCc1ccc(Cl)cc1)C(=O)/C=C/c1cccs1 | 6% | -3% | -6%
COc1ccc(CNC(=O)COC(=O)c2ccc(Br)o2)cc1 | -6% | 1% | -8%
O=C(NC1C2CC3CC(C2)CC1C3)C1CC1 (centres undefined) | ? | -9% | -2%
O=C(c1c(F)c(F)c(F)c(F)c1F)N1CCN(Cc2ccc3c(c2)OCO3)CC1 | -46% | nt | -23%
Cn1c(SCCOc2ccccc2Cl)nnc1-c1ccncc1 | -7% | 3% | -11%
Cc1cccc2cc(CNC3CCCC3)c(Cl)nc12 | -5% | -1% | ?
COc1cc(/C=N/NC(=O)C(=O)NCc2ccco2)cc(Cl)c1O | 12% | -4% | 9%
Brc1ccc(-c2cc3c(N4CCN(c5ccccc5)CC4)nccn3n2)cc1 | -6% | 5% | -6%

4 compounds from above, arranged by count of non-hydrogen atoms, rising.
molecule | TDP1 cell CPT | TDP1 block | DT40 TDP1 no CPT
Cc1cccc2cc(CNC3CCCC3)c(Cl)nc12 | -5% | -1% | ?
COc1cc(/C=N/NC(=O)C(=O)NCc2ccco2)cc(Cl)c1O | 12% | -4% | 9%
CCOc1ccc(OCC)c(NC(=O)CN2CCN(c3cccc(C)c3)CC2)c1 | 23µM* | -12%[56.1 µM] | 16µM*
O=C(COc1ccccc1F)NNC(=O)c1ccc(F)c(S(=O)(=O)N2CCOCC2)c1 | 2% | 0% | ?

Continued.
molecule | TDP1 cell CPT | TDP1 block | DT40 TDP1 no CPT
CCCCOc1ccc(NC(=O)CN2CCN(C(=O)OCC)CC2)cc1 | -29% | ? | ?
C(=NOCc1ccccc1)c1ccccn1 | -6% | nt | -1%
CCCn1nnnc1SCC(=O)NC1CCCC1 | 6% | nt | 5%
CCC(O)C1CCN(C(=O)c2cc(COc3ccc4ncccc4c3)on2)CC1 (centres undefined) | 4.1µM* | 0% | 3.7µM*
Cc1cc(C)c2c(N)c(C(=O)c3ccc(Cl)cc3Cl)sc2n1 | ? | 8% | 18µM*
COc1ccc(-c2ccc3c(N)c(C(=O)c4ccc(OC)c(OC)c4)sc3n2)cc1 | 9.2µM*! | -2% | 9.2µM*
CCn1cc(C(=O)N2CC=C(c3ccccc3)CC2)c(=O)c2ccc(C)nc21 | -29% | 7% | -15%
O=C(CSc1nnc2scc(-c3ccccc3)n12)Nc1ccc(Cl)cc1 | -26% | nt | ?
COc1cccc(CC(=O)N2CCN(S(=O)(=O)c3ccc(Br)cc3)CC2)c1 | 1% | nt | ?
CCN(CC)CCN1C(=O)c2oc3ccccc3c(=O)c2C1c1cccc(Br)c1 (centres undefined) | -7% | -10% | 0%
COC(=O)c1cc(S(=O)(=O)N2CCN(c3cccc(Cl)c3)CC2)c[nH]1 | -26% | nt | -29%
C[C@@H](O)C#Cc1ccc2c(c1)O[C@H](CN(C)C(=O)Nc1ccccc1)[C@@H](C)CN([C@@H](C)CO)S2(=O)=O | -3% | nt | 33%
CCOC(=O)Cn1c(=O)oc2cc(S(=O)(=O)Nc3cccc(C)c3)ccc21 | -24% | 4% | -27%
OCC[N+]1(CCc2ccccc2)CCOCC1 | -13% | nt | -8%
O=C(NCC(c1cccs1)N1CCOCC1)c1cn(-c2ccccc2)nc1-c1ccccc1 (centres undefined) | ? | 2% | 18µM*

(further entries)
molecule | TDP1 cell CPT | TDP1 block | DT40 TDP1 no CPT
COc1ccc(C(c2nnnn2CS(=O)(=O)c2ccc(C)cc2)N2CCN(c3ncccn3)CC2)cc1 (centres undefined) | -25% | -3%[56.1 µM] | ?
CC(C)=CCOc1cc2oc(=O)ccc2cc1O | ? | 6%[56.1 µM] | -21%
CC(=O)c1ccc(N(C)C)cc1 | -4% | 7% | -8%
NC(=O)CCN(C1CCCCC1)S(=O)(=O)c1cccc2nsnc12 | 7% | -7% | -2%
Cc1cc(C)c(S(=O)(=O)Nc2ccc3[nH]c(=O)[nH]c3c2)c(C)c1 | ? | 3% | ?
CCC1(C)Cc2ccccc2-c2nc[nH]c(=O)c21 (centres undefined) | -20% | nt | -28%
Brc1ccc2nc(C3CCCCC3)c(CC3CCCCC3)n2c1 | ? | nt | ?
CN(CC(=O)Nc1cccc(F)c1)C(=O)CCCc1nc2ccccc2c(=O)[nH]1 | ? | nt | -5%
CCc1ccccc1NC(=O)CN1CCC(NC(=O)COC)CC1 | -17% | 2% | 0%
Cc1nccn1-c1ccc(C=O)cc1 | -3% | 2% | -28%
Nc1cc(N)nc(SCC(=O)N2CCN(S(=O)(=O)c3ccccc3)CC2)n1 | 5% | nt | 9%
CC(=O)c1ccc(N2CCN(C(=O)Nc3ccc(C(C)C)cc3)CC2)cc1 | ? | 3%&6% | 16µM*
CCc1ccccc1NC(=S)N(CCc1ccncc1)C(C)C | -2% | 5% | -10%
Cc1ccc(CN2CCSc3ccc(C(=O)Nc4ccc(F)cc4F)cc32)cc1 | 16µM* | 1% | ?
CN(C)/C=C\C(=C/C(=O)C(F)(F)F)Nc1ccccc1Oc1ccccc1 | ? | 1% | 18µM*

Next part
molecule | TDP1 cell CPT | TDP1 block | DT40 TDP1 no CPT
Cc1sc(NC(=O)CS(=O)(=O)c2ccccc2)c(C#N)c1C | -24% | -14%[0.505 µM] | -28%
CCC(=O)c1cn(CC(=O)Nc2c(C)cccc2C)c2ccccc12 | -15% | nt | -8%
CCOc1ccc(NC(=O)CSc2nc(-c3cccc(Cl)c3)nc3c2Cc2c(CO)cnc(C)c2O3)cc1 | -3% | -8% | 1%
Cc1cc(/C(N)=N/OC(=O)Nc2cccc(C(F)(F)F)c2)no1 | 6% | 0% | -19%
CCN(CC(=O)Nc1ccc(NC(C)=O)cc1)C(=O)C1CCCC1 | -4% | -1% | 3%
CCOC(=O)CNC(=O)Cn1cnc2c(nnn2-c2ccc(OC)cc2)c1=O | 3% | nt | -1%
Cc1ccsc1C=Nc1ccc(O)cc1 | ? | 4% | ?
N#CC1=C(S)N(c2ccccc2)C(c2ccc(-c3ccccc3Cl)o2)NC1=O (centres undefined) | ? | 3% | ?
O=C(CSc1nnc(C2CC2)n1C1CC1)c1ccc(F)cc1 | 12% | 1% | 13%
Cc1ccc(CCP(=O)(O)CN2CCOCC2)cn1 | 3% | 6% | -8%
O=C(N/N=C/c1ccc2c(c1)OCO2)C(=O)Nc1ccccc1 | -6% | 1% | 18%
Cc1sc(NC(=O)C2CCCO2)c(C(N)=O)c1C (centres undefined) | -17% | -2% | ?
O=C1C(=O)N(CCCn2ccnc2)C(c2ccc([N+](=O)[O-])cc2)/C1=C(\O)c1ccc2c(c1)OCCO2 (centres undefined) | -3% | 4% | -26%
CCN(CC)S(=O)(=O)c1cccc(C(=O)N2CC(O)CC2C(=O)O)c1 (centres undefined) | -3% | 9% | -10%
COc1ccc2ccccc2c1C1NC(=O)NC(C)=C1[N+](=O)[O-] (centres undefined) | -23% | nt | -6%

Next section.
molecule | TDP1 cell CPT | TDP1 block | DT40 TDP1 no CPT
COc1ccc(C2NCCc3c2[nH]c2ccccc32)cc1CSc1nc2ccccc2s1 (centres undefined) | ? | 5% | ?
COCc1cc(S(=O)c2ccc(Cl)cc2)nc(C)n1 (centres undefined) | 4.6µM* | 5% | 2.9µM*
CCCC1CC(C)(c2csc(Nc3ccc(OCC)cc3)n2)OC1=O (centres undefined) | 13µM* | 10% | 15µM*
CSCc1ccc(C(=O)NCc2ccc(C)cc2)cc1 | -24% | 1% | -27%
COc1ccc(C(=O)N/N=C(\C)CC(=O)N2CCN(C=O)CC2)cc1 | -8% | 5% | -36%
COc1cccc(/C=C2/SC(=S)N(CC(=O)Nc3nccs3)C2=O)c1 | 11% | 2% | -3%
Cc1ccc(S(=O)(=O)NNC(=O)C(=O)NNc2ccccn2)cc1 | ? | 12% | ?
c1ccc(-n2cnc3cc(NCc4ccco4)ccc32)cc1 | ? | 9% | ?
Cc1cc(OCC(=O)Nc2ccc(S(=O)(=O)N3CCN(C)CC3)cc2)cc(C)c1Cl | ? | 2% | ?
O=C(O)CSCC(=O)Nc1cc(C(F)(F)F)ccc1Cl | -13% | 0% | -3%
CCOC(=O)C1=NNC(C(=O)c2ccc(Cl)cc2)C1c1ccc(OC)cc1 (centres undefined) | ? | 3% | 18µM*
O=C(Cc1ccc(Cl)cc1)Nc1ccc(S(=O)(=O)Nc2cnc3ccccc3n2)cc1 | 0% | 0% | -9%
CC1Oc2ccccc2C=C1/C=N/Nc1ccc(C(=O)O)cc1 (centres undefined) | ? | 6% | ?
CCC(=O)N1CCc2cc(S(=O)(=O)Nc3ccc4c(c3)OCCO4)ccc21 | 9.2µM* | 5% | 5.2µM*
CC1(C)OC(=O)C2=C(C[C@@H](CCc3ccccc3)O[C@@H]2c2ccc(Cl)cc2)O1 | ? | nt | ?

Pulled one by one from the list above (two):
molecule | TDP1 cell CPT | TDP1 block | DT40 TDP1 no CPT
COc1ccc(C(=O)N/N=C(\C)CC(=O)N2CCN(C=O)CC2)cc1 | -8% | 5% | -36%
Cc1ccc(S(=O)(=O)NNC(=O)C(=O)NNc2ccccn2)cc1 | ? | 12% | ?

Carrying on.
molecule | TDP1 cell CPT | TDP1 block | DT40 TDP1 no CPT
COc1cccc(Nc2ncc3nc(-c4ccccc4)c(=O)n(Cc4cccs4)c3n2)c1 | -21% | nt | -16%
CC1(C)CC2(CC(c3ccc(F)cc3)c3ccc(O)cc3O2)NC(=S)N1 (centres undefined) | ? | 4% | ?
OC1CCCN(Cc2ccccc2)C1 (centres undefined) | 4% | 5% | -1%
CC(=O)Nc1ccc(S(=O)(=O)N(Cc2ccccc2)C(C)C)cc1 | 16µM* | 6% | 21µM*
COc1cc(/C=N/NC(=O)C23CC4CC(CC(C4)C2)C3)cc(Br)c1O | 22% | -3% | -30%
O=[N+]([O-])c1ccc(NN=C2CC3CCC2C3)c([N+](=O)[O-])c1 (centres undefined) | 18µM* | nt | 16µM*
Cn1c(SCC(=O)Nc2ccccc2F)nnc1-c1cccnc1 | 1% | 5% | 4%
CCOc1ccc(OCC)c(NC(=O)CN2CCN(c3cccc(C)c3C)CC2)c1 | 16µM* | nt | 23µM*
COc1ccccc1CCNC(=O)Cc1c(C)c2ccc(O)cc2oc1=O | 8% | 9% | -17%
CC(Sc1n[nH]c(N)n1)c1nc2scc(-c3cccs3)c2c(=O)[nH]1 (centres undefined) | ? | -5% | ?
CC(C)(C)n1nc2c(c1NC(=O)c1ccccc1)CS(=O)(=O)C2 | -1% | 3% | 5%
COc1cccc(Nc2ncc(C#N)c(N)n2)c1 | -9% | 1% | -1%
O=C(c1ccc(CS(=O)(=O)c2ccc(Br)cc2)o1)N1CCN(c2ccccn2)CC1 | -25% | 5% | ?
CCOc1ccc(N=C(NN)c2ccc3ccccc3n2)cc1 | ? | 5% | ?
O=C(Nc1ccc(NC(=O)c2ccco2)c(Cl)c1)c1ccc2c(c1)OCCO2 | -30% | -3% | ?

The results go on.
molecule | TDP1 cell CPT | TDP1 block | DT40 TDP1 no CPT
CCc1ccc(C2=C(C)C(N3CCC(C(=O)Nc4ccc(F)cc4)CC3)=NS2(=O)=O)cc1 | ? | 8% | ?
CC(=O)Nc1cccc(-c2cc3c(c4c2ccn4C)C2CCC3O2)c1 (centres undefined) | ? | nt | ?
O=C(C1CCOC1)N1CCOc2ccc(CN3CCC(Oc4cccnc4)CC3)cc2C1 (centres undefined) | -13%[9.04 µM] | nt | -10%
CC(C)c1nc2oc3c(N4CCNCC4)ncnc3c2c2c1CCC2 | -14% | nt | 17%
CC(C)CC1C(=O)N(Cc2cn(Cc3ccco3)nn2)CCS(=O)(=O)N1Cc1ccc(-c2ccc(Cl)cc2)cc1 (centres undefined) | 18µM* | nt | 13µM*
CC(=O)N1C[C@H]2CON(C)[C@H]2C[C@H]1c1ccc(-c2cccnc2)cc1 | 4% | nt | -24%
CCCCn1c(N)c(N(CC(C)C)C(=O)C2CC(=O)N(c3ccc4c(c3)OCCO4)C2)c(=O)[nH]c1=O (centres undefined) | -1% | -14% | -7%

Bioassay records from PubChem.
